NR2E3 ag-1: NR2E3 agonists in two-hybrid cells, primary screen, cell-based, luminescence, CHO-S, Gal4-NCOR/VP16-NR2E3. Photoreceptor-specific nuclear receptor (Homo sapiens), Q9Y5X4. luciferase. inhibition of corepressor binding, % at 3.98 µM. actives 0.35% (n = 360,000). AID 602229, 2012;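 active means inhibition above the mean of all tested compounds plus 3 SD, cut at about 70% in these data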;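 further: 0% = DMSO with NR2E3 transfected cells and 100% = cells lacking NR2E3 construct; higher means lower luciferase signal from less NR2E3 corepressor binding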
Target sequence (Q9Y5X4 whole entry, looked up, the tested form may be a part): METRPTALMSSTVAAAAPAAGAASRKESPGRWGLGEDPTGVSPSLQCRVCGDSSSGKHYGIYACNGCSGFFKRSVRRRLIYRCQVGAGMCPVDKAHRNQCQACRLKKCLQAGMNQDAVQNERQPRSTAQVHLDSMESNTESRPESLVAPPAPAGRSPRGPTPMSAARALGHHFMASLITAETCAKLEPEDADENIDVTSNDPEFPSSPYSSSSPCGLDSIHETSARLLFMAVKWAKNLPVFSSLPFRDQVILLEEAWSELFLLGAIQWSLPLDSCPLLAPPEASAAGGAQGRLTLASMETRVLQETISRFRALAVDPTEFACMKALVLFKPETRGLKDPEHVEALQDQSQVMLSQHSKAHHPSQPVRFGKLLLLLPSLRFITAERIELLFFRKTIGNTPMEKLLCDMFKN
NR2E3 ag-2: inhibitors of NR2E3-RetCOR corepressor binding, primary screen, NR2E3 agonist project, biochemical, TR-FRET, GST-NR2E3, biotin-RetCOR; Photoreceptor-specific nuclear receptor (Homo sapiens), Q9Y5X4; 1536-well; inhibition of corepressor binding, % at 4.78 µM; actives 0.12% (n = 320,000); AID 2300, 2010;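 active means percent inhibition above the cutoff of mean plus 3 SD of all tested compounds, set per screening campaign, cut at about 20% in these data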;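 further: 0% = DMSO wells and 100% = biotin wells as full block of FRET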
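Test system: GST-NR2E3 and biotin-RetCOR proteins | Quantity: 1.35 nM GST-tagged NR2E3 final | Medium: Tris pH 7.5 | Also added: 7 nM biotin-RetCOR | Dosing: Compound at 4.8 µM, single dose | Timing: 5 h at 4 °C | Detection: Time-resolved FRET | Read-out basis: Percent inhibition | Benchmarks: Biotin wells as high control, 0.6% DMSO wells as low control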
Shn3 inh set2: reduction of Shn3 3'UTR firefly luciferase signal, primary screen, Schnurri-3 inhibitor project, cell-based, Clone20 osteoblasts, set 2. actives 0.52% (n = 360,000). AID 588674, 2011. Clone20 osteoblast Shn3 3'UTR firefly luciferase, 24 h. inhibition, % at 12.5 µM;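 active means mean inhibition of at least 75% with every replicate also reaching 75%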;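 further: 0% = median of neutral control wells and 100% = pilot-screen positive control compound; some compounds past the cut are filed as inactive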
TRPM1 prom inh: inhibitors of MITF-dependent TRPM1 promoter reporter, primary screen, cell-based, SK-MEL-5, single point, luciferase | actives 0.83% (n = 330,000) | AID 488899, 2010 | SK-MEL-5 TRPM1 promoter luciferase, 24 h | inhibition, % at 12.5 µM;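 active means mean inhibition across replicates of 60% or more, whatever share of single replicates reaches that level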; further: values of inactives mirror those of a sister screen read the other way
Peg3 promoter: Peg3 promoter-driven luciferase inhibitors, primary screen, cell-based, HeLa, luciferase luminescence. HeLa PEG-Prom luciferase reporter, overnight. inhibition, % at 20 µM. actives 1.7% (n = 360,000). AID 588405, 2011;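 active means inhibition of at least 50% at 20 µM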
LMP1 NFkB inh: EBV LMP1-driven NF-kappaB luciferase reporter inhibitors, primary screen, cell-based, luminescence, single point | LMP1-induced NF-kappaB luciferase reporter cells | inhibition, % at 12.5 µM | actives 0.69% (n = 350,000) | AID 504558, 2011; in the data active means inhibition above about 41%;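 further: 0% = neutral control wells and 100% = reference inhibitor control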
C8 TRAIL sens: viability loss with TRAIL in NB7+C8 cells, primary screen, TRAIL sensitizer project, cell-based, ATPlite luminescence; inhibition (viability loss, TRAIL sensitization), % at 10 µM; actives 1% (n = 360,000); AID 624354, 2012;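 active means compounds causing at least 50% loss of cell viability in the single-dose screen, relative to plate controls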
HIF-2a inh: HIF-2a reporter inhibitors, primary screen, luminescence, 786-0 RCC cells; 786-0 RCC cells HIF-2a reporter, luciferase luminescence, overnight; inhibition, % at 18.8 µM; actives 0.72% (n = 360,000); AID 624352, 2012;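 active means inhibition of the luminescence signal of 40% or more relative to plate controls, in a single-dose primary screen at 18.75 µM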
KKLEB tox: cytotoxicity in KKLEB CF airway cells, primary screen, cytotoxicity control for CF NF-kB inhibitor project, cell-based, uHTS, fluorescence assay plates | actives 0.36% (n = 360,000) | AID 602141, 2011 | activity change (cytotoxicity), % at 5 µM | KKLEB CF airway cells viability, ATPlite luminescence, overnight; hits give low values; cells stimulated with P. aeruginosa culture filtrate;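 active means corrected activity change at or below -50% at 5 µM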
iPSC survival up: enhancers of single-cell hiPSC survival, primary screen, ATPlite luminescence; 100% = ROCK inhibitor wells, 0% = DMSO; survival enhancement, % at 20 µM; actives 0.044% (n = 360,000); in the data active means survival enhancement above about 18%;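 further: cells exposed to compounds for 16 hours before the ATP read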
CF NFkB block: inhibitors of PAF-induced NF-kB signaling, primary screen, cell-based, GFP fluorescence, uHTS | KKLEB NF-kB-GFP reporter, GFP fluorescence overnight | inhibition, % at 5 µM | actives 0.86% (n = 360,000) | AID 588850, 2011;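 active means at least 50% inhibition at 5 µM, scaled per plate between neutral and stimulator controls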;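 further: PAF is a Pseudomonas aeruginosa culture filtrate used as stimulus; plate controls were PAF-stimulated DMSO wells for no effect and unstimulated DMSO wells for full effect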
Active calls of the source: *; x = not tested or not shown.

The line under a structure holds: NR2E3 ag-1, NR2E3 ag-2, Shn3 inh set2, TRPM1 prom inh, Peg3 promoter, LMP1 NFkB inh, C8 TRAIL sens, HIF-2a inh, KKLEB tox, iPSC survival up, CF NFkB block
Fc1ccc2nncc(SCc3ccccc3Cl)c2c1
  -43, x, 5, -7, 34, 2, -6, -6, -2, 6.2, -16
CCOC(=O)C1(CCOc2ccccc2)CCN(Cc2ccc(C)o2)CC1
  1, -5, 10, 4, 9, 18, -2, 16, 12, -1.2, 9
COc1cc(NC(=S)Nc2ccc3c(c2)OCCO3)cc(OC)c1OC
  30, 1, -21, 13, -66, 7, 6, -188, 12, -0.4, -9
CC(C)CN1CCN(Cc2cnc(N3CCOCC3)s2)CC1CCO (centres undefined)
  -14, 4, 22, 5, 4, -7, -4, 13, -16, 0.0, -3
Cn1cc(-c2ccc3c(c2)OCO3)c2ccccc21
  -32, x, -8, x, -214, x, 1, -164, -4, 1.1, 10
Cc1ccc(CNC(=O)C2CCC(=O)N2Cc2ccccc2Cl)cc1 (centres undefined)
  -8, 1, -16, -11, 4, 0, -6, -2, 6, -0.7, 5
NC(=O)C1CCN(C(=O)c2cc3c(s2)CCCCC3)CC1
  -271, 0, -33, -30, -234, -32, 11, -122, 18, 5.8, -20
O=C1CN(C(=O)c2cc3ccccc3oc2=O)C(c2ccc(F)cc2)c2cc(Br)ccc2N1 (centres undefined)
  -1, 1, -3, x, -2, -2, -10, 12, 12, -1.4, -78
COc1ccc(/C=N/N2CCN(Cc3ccccc3)CC2)cc1
  17, x, -11, 3, 0, 0, 6, -11, 1, -0.4, 5
COc1ccc(/C=C2\Oc3cc(OCC(=O)N4CCC[C@H]4C(=O)O)ccc3C2=O)c(OC)c1OC
  3, -4, -16, -1, -8, 3, -19, -25, 5, 0.5, -6
Oc1c(C(c2ccc(Cl)cc2)N2CCCC2)cc(Cl)c2cccnc12 (centres undefined)
  -26, -2, 28, 39, 29, -18, 12, 25, -26, -3.3, 31
Cc1cc(C(=O)CS(=O)(=O)c2ccc(F)cc2)cc(C)c1O
  -25, 1, -22, -26, -68, 4, 0, -71, 2, 1.6, -12
CCOC(=O)C1C(=O)Nc2nc3ccccc3n2C1C(C)C (centres undefined)
  -20, -3, 13, -12, -9, -12, -7, 1, 14, -1.7, -8
CC(=O)OC(C(=O)NC1CCCCC1)c1ccccc1F (centres undefined)
  1, 3, 1, -17, -4, -8, -5, 5, 7, 0.7, 1
O=C(CCc1nnc2n(Cc3ccc(Cl)cc3)c(=O)c3ccccc3n12)N1CCN(c2ccccn2)CC1
  -21, 0, 16, 9, 39, 1, 10, 17, 2, -0.4, -2
COC(=O)c1ccccc1S(=O)(=O)N1CCC(C(=O)N(C)CCOc2ccccc2)CC1
  13, -1, 3, -3, 1, 1, -4, -16, -4, -0.2, -9
CCOC(=O)c1cnn(-c2ccccc2)c1-n1cccc1C(=O)C(=O)N(CC)CC
  -6, 3, -2, 1, 22, -32, -4, 8, -15, -0.5, 15
C[C@H](CO)N1C[C@H](C)[C@@H](CN(C)S(=O)(=O)c2ccccc2F)Oc2ncc(C#Cc3cccnc3)cc2C1=O
  5, x, -9, x, 7, -9, 0, 2, 0, 0.4, -15
CC(C)(CNC(=O)c1cccc(NS(=O)(=O)c2ccc(Br)cc2)c1)N1CCOCC1
  -6, 0, 9, 6, 10, 10, 19, 10, -9, -0.1, 4
Cc1csc(NC(=O)C2CC(=O)N(Cc3ccco3)C2)n1 (centres undefined)
  7, 0, 5, 18, -1, -6, -8, -18, -4, -0.7, -8

Molecules shown so far containing an aryl methoxy group, in the order listed:
The line under a structure holds: NR2E3 ag-1, NR2E3 ag-2, Shn3 inh set2, TRPM1 prom inh, Peg3 promoter, LMP1 NFkB inh, C8 TRAIL sens, HIF-2a inh, KKLEB tox, iPSC survival up, CF NFkB block
COc1cc(NC(=S)Nc2ccc3c(c2)OCCO3)cc(OC)c1OC
  30, 1, -21, 13, -66, 7, 6, -188, 12, -0.4, -9
COc1ccc(/C=N/N2CCN(Cc3ccccc3)CC2)cc1
  17, x, -11, 3, 0, 0, 6, -11, 1, -0.4, 5
COc1ccc(/C=C2\Oc3cc(OCC(=O)N4CCC[C@H]4C(=O)O)ccc3C2=O)c(OC)c1OC
  3, -4, -16, -1, -8, 3, -19, -25, 5, 0.5, -6

Additional records.
The line under a structure holds: NR2E3 ag-1, NR2E3 ag-2, Shn3 inh set2, TRPM1 prom inh, Peg3 promoter, LMP1 NFkB inh, C8 TRAIL sens, HIF-2a inh, KKLEB tox, iPSC survival up, CF NFkB block
CN1CCCC1=Nc1ccccc1
  -3, x, -2, x, -2, -1, -9, -11, 6, 1.2, -6
Cc1ccc(N2C(=O)CS/C2=C(\C(Cl)=C(Cl)Cl)[N+](=O)[O-])cc1
  -12, 1, -10, -2, 2, 1, -5, -10, 22, -0.9, -8
COc1ccc(C)c2sc(N(CCN(C)C)C(=O)c3cccc(N4C(=O)CCC4=O)c3)nc12
  -14, -1, -16, 7, -7, -5, 9, 10, 8, -0.4, 4
O=[N+]([O-])c1ccc(Oc2ccc(-c3nnco3)cc2)c(Cl)c1
  -17, 3, 29, 5, -8, 3, 3, 2, 3, -0.1, 7
O=C(NCCS(=O)(=O)NCC1CCCO1)c1ccccc1 (centres undefined)
  22, -3, -6, 10, 2, -4, -9, 6, -2, -0.1, -8
O=C(CSc1nnc(C2CC2)n1-c1ccccc1)NCCN1C(=O)CSC1=O
  -2, 0, -30, 1, 21, -1, -6, 5, 9, -0.3, -3
O=C(CCC(=O)OCCCC(F)(F)C(F)(F)F)NC1CCCCC1
  7, -2, 4, -11, 7, -27, 3, -6, 10, 1.6, -15
O=C(Nc1nc2ccc(S(=O)(=O)N3CCCC3)cc2s1)c1cccs1
  -78, 1, -6, -13, -80, -3, 4, -133, 12, 1.9, -6
O=C(NCCOc1ccccc1)C1CCC(=O)N(CCCN2CCOCC2)C1 (centres undefined)
  2, 1, -14, 0, 14, 18, -5, 3, 11, 0.0, -10
CC(C)C[C@@H](CN1CCCC1CN1C(=S)NC[C@@H]1Cc1ccc(O)cc1)N1C[C@H](Cc2ccc(O)cc2)N(CC2CCCCCC2)C1=S (some centres undefined)
  -30, x, 83, 2, 91*, 4, 53*, -35, 0, -2.8, 52*
Cn1ncc([N+](=O)[O-])c1C(=O)N/N=C/c1c[nH]c2ccccc12
  21, 3, -3, 24, 4, -1, 13, 22, -4, -0.9, -1
CCc1ccc(NC(=O)CCc2nc3ccccc3[nH]2)cc1
  0, 2, 3, 2, -14, 9, 4, 0, -1, 0.8, 15
Cc1noc(C)c1C(=O)Nc1ccc(-n2ccc(C(F)(F)F)n2)cc1
  -33, -4, -11, -13, -12, 7, 4, -20, 4, 1.1, -2
Cc1ccc(S(=O)(=O)N2CCN(C(=O)c3ccccc3)CC2)c(C)c1NS(C)(=O)=O
  -27, 3, 5, 5, 9, -2, -10, 14, 6, 1.1, -7
CCCCNC(=S)N/N=C/c1ccc(C#N)cc1
  -18, 1, 2, 3, 4, 0, 5, -3, -7, -0.2, -5
CCn1cc(CN2CCC(n3nccc3NC(=O)CCOc3ccccc3)CC2)cn1
  -33, -3, -27, 6, 13, 5, 11, 10, 8, -0.6, 12
CCOC(=O)C1C(=O)NC(N2CCN(Cc3ccccc3)CC2)=NC1c1ccco1 (centres undefined)
  6, 0, -20, 5, 10, -3, 0, 9, -15, 2.0, 11
CN1CCCC(OC(=O)COc2ccc(Br)cc2)C1 (centres undefined)
  -15, -2, -10, 7, 2, -4, 9, 14, -24, 2.8, 6
CCOC(=O)CSc1nnc(CNC(=O)c2cc(OCC)c(OCC)c(OCC)c2)n1C
  -2, 0, 2, 7, 13, -6, -7, 4, -6, -2.2, 2
O=C(N/N=C/C1CC=CCC1)c1ccccc1O (centres undefined)
  -12, 0, -4, -12, 6, -17, 5, 9, 6, -1.9, -15
O=[N+]([O-])c1ccccc1CSc1ccccn1
  -29, -1, 7, -7, -13, 4, -4, -35, 5, -0.7, -13
O=C1C=C(O)C(n2cncn2)C(c2cc(F)ccc2F)C1 (centres undefined)
  16, 4, 5, 4, 16, -1, -10, 9, -2, -0.7, 16
CC(C)C(NC(=S)NCc1ccccc1)C(=O)O (centres undefined)
  -10, 0, -20, -16, 9, -5, -3, 13, 8, -0.7, -14
Cc1ccc(N2C(=O)CCC2(C#N)c2ccccc2)cc1 (centres undefined)
  11, 1, 16, 1, 6, 1, -14, 17, 6, 0.6, -13
CCOc1ccc(-n2c(=O)c3c4c(sc3n(CC(=O)NCCCOC)c2=O)CCCCC4)cc1
  -2, 0, 11, -3, -3, 0, 2, 17, -10, -0.3, -3
OC[C@@H]1CN(Cc2ccc(F)cc2)C[C@H](n2cnc3c(NC4CC4)ncnc32)O1
  -8, x, -17, x, -8, x, 26, 4, -4, 2.0, 3
NC(=S)NN=C1CCCCCCCCC1
  9, x, 3, 5, 1, -5, -5, -9, 2, 6.9, -14
C=CCS(=O)(=O)N1CCC(CCOc2ccccc2)(C(=O)OCC)CC1
  -6, 2, -11, 1, 15, 28, -3, 6, 2, -1.1, 3
Cc1ccc(Cc2cnc(NC(=O)/C(C#N)=C/c3ccc(-c4ccc([N+](=O)[O-])cc4)o3)s2)cc1
  13, 2, -4, 15, 26, -4, 18, 7, -8, -1.1, 0

Some of the compounds tested, so the mix of outcomes need not match the whole.
